LGR2 inh = inhibitors of bursicon-induced LGR2 CRE-luciferase signal, primary screen, cell-based, HEK293, CRE-luciferase reporter, bursicon stimulation. inhibition, % at 9.99 µM. bursicon-stimulated, 4 h. AID 720647, 2013. Drosophila bursicon receptor LGR2 (rickets). 380,000 compounds, 0.35% hits;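 active = drop in luminescence signal, shown as inhibition above about 50% in the replicate tests, limit read from the data, passing the limit was not always enough; inconclusive = probably only some replicates passing the limit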;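 also: agonist challenge used bursicon conditioned medium at about half maximal strength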
GSIS activator = GLuc luminescence reporter in INS-1E cells, primary screen for activators of glucose-dependent secretion of insulin | INS-1E GLuc reporter insulin secretion, 2-3 h | activation, % at 16.6 µM | 370,000 compounds, 0.61% hits;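 active = lowest replicate activation of at least 40%, so every replicate reaches that level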;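 also: 0% = median of neutral control wells and 100% = median of IBMX positive control wells; some compounds called inactive have numbers as strong as hits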
C2C12 statin = suppressors of statin myotoxicity in C2C12 myotubes, primary screen, cell-based, single point, plate reader. C2C12 myotubes + simvastatin, ATP luminescence, 48 h; scaled: DMSO 0, geranylgeraniol control 100. 330,000 compounds, 0.78% hits. rescue of ATP level, % at 7.49 µM;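 active = mean ATP rescue above about 67%, or every replicate alone reaching that limit, limit read from the data, passing the limit was not always enough; inconclusive = no clear call, values can overlap the other calls; inactive = mean under the limit and some replicate under it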;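 also: myotubes were challenged with 10 µM simvastatin during compound exposure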
ARNT-TACC3 inh = disruptors of ARNT/TACC3 protein interaction, primary screen, biochemical, AlphaScreen, single concentration | AlphaScreen His-ARNT PAS-B/GST-TACC3 binding, luminescence; TACC3 fragment carries E629A point mutation | inhibition, % at 9.99 µM | 390,000 compounds, 0.66% hits;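 active = mean inhibition of replicates at least 50% and at least half of replicates each reaching 50%; inconclusive = half or more replicates reach 50% but mean below 50%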;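 also: 0% = complete ARNT plus TACC3 wells and 100% = ARNT alone without TACC3; many hits fall short of the cut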
PGC1a acetyl inh = inhibitors of PGC1a acetylation signal, primary screen, cell-based, U2OS, AlphaScreen, inhibitor mode; 350,000 compounds, 0.17% hits; inhibition, % at 15.6 µM; AlphaScreen anti-acetyl-lysine; with virally co-expressed GCN5 acetyltransferase;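 active = every replicate shows inhibition of at least 40%; inconclusive = mean inhibition at least 40% but some replicate below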;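 also: 0% = neutral control wells and 100% = positive control wells; some results beyond the cut were filed as inactive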
Cneo AK release = Cryptococcus neoformans cell lysis inducers, primary screen, AK release luminescence, single concentration; lysis activity, % at 15 µM; 360,000 compounds, 0.2% hits; C. neoformans lysis, adenylate kinase release luminescence, 4 h; normalised: neutral wells 0, clomiphene wells 100;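 active = mean lysis activity across replicates of at least 80%, whatever share of replicates individually reach that level; inactive = mean lysis activity below 80%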
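Material – log-phase Cryptococcus neoformans yeast cells · Input – 5 × 10^6 yeast cells/mL · Medium – fresh YPD growth medium · Doses – single compound concentration per well · Timing – static 4 h at 37 °C with compound, 1 h detection · Detection – adenylate kinase release luminescence · Read-out – signal increase indicating cell lysis · Control set – Clomiphene as positive lysis control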
PAX8 reporter = inhibitors of PAX8-driven TPO luciferase reporter, primary screen, RMG-I cells, single concentration; SteadyGlo, 24 h; inhibition, % at 12.6 µM; 360,000 compounds, 1.2% hits; AID 652154, 2013;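 active = mean replicate inhibition at least 60% with every replicate also reaching 60%; inconclusive = only one of the two criteria is met; inactive = mean below 60% and not all replicates reaching 60%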;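 also: luciferase light reporting Pax8 driven TPO promoter activity; plate controls were median of neutral control wells for no effect and mitoxantrone controls for full effect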
PglD DTNB = C. jejuni PglD acetyltransferase inhibitors, primary screen, biochemical, DTNB colorimetric, single point. UDP-N-acetylbacillosamine N-acetyltransferase PglD (Campylobacter jejuni). purified PglD enzyme, DTNB colorimetric CoA detection. inhibition, % at 12.5 µM. 360,000 compounds, 0.098% hits; in the data active = inhibition above about 16%, passing the limit was not always enough; inconclusive = no clear call, values can overlap the other calls; also: strong numbers were not always called active
Numbers without * were called inactive; ? = inconclusive; nt = no result given.

mol	PGC1a acetyl inh	PAX8 reporter	Cneo AK release	PglD DTNB	LGR2 inh	C2C12 statin	ARNT-TACC3 inh	GSIS activator
CCOc1ccc(C2NC(=O)C(C#N)=C(S)N2c2ccc(C)cc2)cc1OC (stereo unspecified)	7.3	10.3	-2.7	-1.6	nt	-13.7	1.3	nt
Cc1ccc(-c2nn3c(C)nnc3s2)cc1NC(=O)CSc1ccc(Cl)cc1	-11.4	nt	0.2	11.4	-12.4	24.5	-3.0	-10.8
Cc1ccc(-c2cc(C(F)F)n3ncc(C(=O)NCc4ccco4)c3n2)cc1	3.5	nt	8.7	-5.0	-6.0	-31.9	-4.4	31.0
CCOc1ccc(-n2c(SCC(=O)Nc3cc(OC)c([N+](=O)[O-])cc3C)nc3ccccc32)cc1	-2.9	-8.1	-2.7	-1.4	13.1	6.1	nt	-4.5
CCOC(=O)Cc1nnn(CC(=O)OCC)n1	-5.2	nt	1.2	1.3	nt	0.5	-2.3	nt
O=C(Cc1ccc(-n2c(=O)c3sccc3n(CC(=O)Nc3ccccc3F)c2=O)cc1)NCc1ccco1	-1.8	28.2	nt	nt	6.1	3.1	-3.4	15.7
O=C(c1ccc(Br)o1)N1CCN(c2ccccn2)CC1	1.4	1.3	-1.5	-6.8	nt	2.5	0.5	nt
COc1ccc(-n2c(=S)[nH]c3c(sc(=S)n3-c3ccccc3)c2=O)c(OC)c1	2.5	-0.6	-1.7	3.1	-6.3	9.6	-12.8	-4.8
O=C(O)c1ccccc1C(=O)c1ccc(F)c(F)c1	-6.4	13.4	-0.5	-3.8	-15.4	9.8	-2.8	nt
Cc1cccc(C)c1NC(=O)CNC(=O)CCC(=O)c1cccs1	9.2	-15.7	0.3	2.9	-5.8	11.7	-4.1	0.8
CCCN1[C@@H]2c3ccc(-c4cncnc4)c(=O)n3C[C@@H]2[C@@H](CO)[C@@H]1C(=O)OC	nt	-7.3	-1.9	1.8	-15.7	4.3	1.3	13.4
O=C(C[C@H]1CC[C@H]2[C@@H](COC[C@@H](O)CN2Cc2cc(F)cc(F)c2)O1)NCc1cccc(F)c1	-1.9	9.0	9.1	-5.3	-3.1	14.5	-48.7	-9.7
COC(=O)Nc1ccccc1C(=O)N1CCCCC1	2.8	15.8	-0.4	-5.1	nt	-6.9	0.9	nt
O=C(CCSc1ccc(Cl)cc1)NCc1ccccn1	nt	-6.5	nt	nt	-21.5	nt	2.4	5.0
Cc1cc(C)nc(N2CCC(C(=O)Nc3cccc(C(F)(F)F)c3)CC2)n1	-23.7	6.0	-1.5	-2.0	nt	-8.8	nt	nt
CC1CCN(C(=O)COC(=O)c2cc(Cl)cc(Cl)c2N)CC1	5.4	nt	1.1	1.2	-19.0	7.2	-5.6	-10.0
CCCCOc1ccc(/C(O)=C2/C(=O)C(=O)N(CCCOC)C2c2ccncc2)cc1C (stereo unspecified)	-14.4	nt	0.9	4.1	10.0	8.1	-1.3	9.2
CO[C@@H]1CC[C@H]2CCN(C)C(=O)C[C@@H](c3ccccc3)CN(C)C(=O)c3cc(C#N)ccc3OC[C@H]1O2	nt	-0.8	3.3	3.8	-18.7	12.5	-4.5	4.4
Cc1ccc(C)c(OCCC(=O)OCC(=O)NNC(=O)c2ccccc2)c1	nt	2.1	1.8	-0.8	12.4	0.7	-3.4	-6.1
COc1cccc(C(=O)OCC(=O)NCCCc2ccccc2)c1	nt	-33.8	0.4	2.2	1.5	13.4	-2.8	3.3
CCOc1cc(S(=O)(=O)N2CCN(Cc3ccccc3)CC2)ccc1Br	-10.4	nt	-2.1	-0.2	nt	nt	1.2	nt
CCN(CC)c1nc2c(c(=O)[nH]c(=O)n2C)n1Cc1ccccc1Cl	nt	0.4	0.1	-5.7	-3.7	-2.3	2.6	3.1
Cc1ccc(Cl)cc1N1CCN(S(=O)(=O)c2cccc(S(=O)(=O)N3CCCC3)c2)CC1	-2.3	nt	-1.1	0.8	nt	20.9	4.4	nt
CCCCCCCCCCCCCCCC(=O)OC/C=C(C)/C=C/C=C(C)/C=C/C1=C(C)CCCC1(C)C	-11.6	nt	0.0	3.9	nt	-10.0	-1.4	nt
COc1ccc(NC(=S)NC(=O)c2ccc3c(c2)OCCO3)cc1	nt	-204.6	-0.5	-4.4	-73.3	-43.7	9.1	1.4
CCOC(=O)c1ccc2nc(NC(=O)C(C)C)sc2c1	1.6	-78.3	-1.4	0.7	-73.3	-7.6	-4.9	nt
CC(=O)NC1C(=O)N=C(SCC(=O)Nc2sc3c(c2C#N)CCCCCC3)NC1=O (stereo unspecified)	nt	-11.1	nt	nt	25.5	nt	-8.6	-2.3
CO[C@H]1CN(C)C(=O)c2cc(NC(=O)C3CCCCC3)ccc2OC[C@H](C)N(Cc2cccnc2)C[C@H]1C	nt	-18.8	-0.7	1.5	-1.7	0.1	-9.3	-3.5
C=CCn1c(=O)c2c3c(sc2n2c(Nc4ccc(OC)cc4)nnc12)CCCC3	-32.1	nt	1.0	0.1	nt	?	-0.3	nt
COC(=O)C1=C(C)NC(C)=C(C(=O)OC)C1c1ccc(-c2cc(Cl)ccc2Cl)o1	nt	-1.8	nt	nt	-3.5	nt	-31.1	-35.5
COc1ccc(C)cc1NC(=O)Nc1ccc(Br)cn1	4.8	nt	1.4	-2.9	nt	3.9	-0.5	nt
CO[C@H]1CN(C)C(=O)c2cc(NC(=O)NC3CCCCC3)ccc2OC[C@H](C)N(C)C[C@@H]1C	16.1	-2.4	-55.8	-0.1	-5.3	-15.6	-1.6	-0.9
Cc1[nH]c2ccccc2c1C(=O)C(=O)NCCCc1ccccc1	-3.7	-4.0	-2.1	-0.3	13.1	3.1	0.9	nt
CN1CCN(c2nc(-c3cccnc3)nc3ccccc23)CC1	5.7	nt	0.1	2.4	-10.6	33.9	0.7	23.6
COc1ccc(CC(=O)NCc2nnc(SCC(=O)Nc3nccs3)n2-c2ccccc2)cc1	nt	10.7	3.6	1.9	17.6	9.2	-6.9	-10.3
NS(=O)(=O)c1ccc(CCNC(=O)CNC(=O)C2CCCCC2)cc1	0.7	nt	-1.0	-9.1	-0.4	0.5	-4.3	7.5
CCCC(=O)Nc1ccc2c(c1)OC[C@H](C)N(Cc1ccc(F)cc1)C[C@H](C)[C@@H](OC)CN(C)C2=O	-6.4	12.6	-3.6	1.5	24.2	29.1	nt	-26.6
O=c1cc(CCl)nc2sc3ccccc3n12	0.3	-7.8	-3.2	4.4	-2.9	-7.6	3.5	11.2
CCCc1cc2c(=O)c(-c3ccccn3)c(C)oc2cc1O	1.8	nt	1.4	1.4	-18.8	47.1	5.0	9.8
O=C(CCC(=O)N(CC(=O)NC1CCCCC1)Cc1cccs1)Nc1ccccn1	7.0	-1.7	nt	nt	-5.5	nt	-0.9	7.8
C[C@H](O)C#Cc1ccc2c(c1)O[C@@H](CN(C)Cc1cncnc1)[C@H](C)CN([C@H](C)CO)S2(=O)=O	5.2	9.0	5.0	0.2	-35.8	-48.6	5.0	23.2
CCC(=O)N1CC(=O)N2[C@H](CO)[C@@H](c3ccc(C#CCC(C)C)cc3)[C@H]2C1	1.4	-8.8	nt	nt	-6.2	nt	nt	14.2
CCN(CC)c1ccc(N=Cc2ccc(N(CC)CC)cc2O)cc1	5.4	nt	nt	nt	nt	-40.6	3.6	-24.4
Cc1ccc(N(C)S(=O)(=O)c2csc(C(N)=O)c2)cc1C	4.3	1.3	-0.2	-2.2	7.5	-4.7	33.1	-17.5
O=C(CSc1cc(Cl)ccc1Cl)NCCN1C(=O)CSC1=O	17.0	nt	-0.9	-1.8	-1.4	2.5	-4.0	-13.1
Cc1cccc(OCC(O)Cn2c(=N)n(CCN3CCOCC3)c3ccccc32)c1 (stereo unspecified)	-0.4	7.2	2.0	5.7	nt	-7.4	-0.9	nt
Cn1c(CNC(=O)CNC(=O)c2ccc(C(C)(C)C)cc2)cc(=O)n(C)c1=O	-7.8	-13.8	-0.5	1.4	-2.3	15.7	0.1	-7.3
O=C(NCC(c1ccc(F)cc1)N1CCOCC1)c1ccccc1F (stereo unspecified)	-8.2	-17.1	nt	nt	-23.9	nt	-2.0	10.4
C[C@H](CO)N1C[C@H](C)[C@@H](CN(C)C(=O)Nc2cccc3ccccc23)OCCCC[C@H](C)Oc2ccc(NC(=O)Nc3ccc(F)cc3)cc2C1=O	-7.0	2.2	3.3	4.2	1.3	nt	12.8	10.7
OC1(c2ccccc2)CCN(Cc2ccccc2)CC1	-5.1	10.0	-1.3	2.8	-4.8	-6.3	nt	-2.4

(next part)
mol	PGC1a acetyl inh	PAX8 reporter	Cneo AK release	PglD DTNB	LGR2 inh	C2C12 statin	ARNT-TACC3 inh	GSIS activator
O=C(C[C@@H]1CC[C@H]2[C@@H](COC[C@@H](O)CN2C(=O)c2ccc3c(c2)OCO3)O1)NC1Cc2ccccc2C1	3.7	-9.1	-5.4	-0.8	-4.0	-7.0	4.0	-3.5
COC(=O)c1ccc(NC(=O)CNCc2ccncc2)cc1	nt	-1.7	nt	nt	-2.3	nt	-1.8	-1.0
NC(=O)C1CCN(C(=O)c2ccc(F)c(S(=O)(=O)N3CCOCC3)c2)CC1	nt	-5.1	-1.2	-3.9	-2.7	23.9	-2.8	3.5
S=C(Nc1cc(Cl)ccc1Oc1ccccc1)N1CCN(c2ccccn2)CC1	5.9	-9.9	0.1	-1.5	-4.1	-5.6	1.9	-13.9
COc1ccc(C#Cc2ccc([C@@H]3[C@@H](CO)N4CCCCN(C(=O)Nc5ccc(F)cc5)C[C@H]34)cc2)cc1	-36.7	18.8	-0.1	5.7	3.9	nt	8.2	-8.8
